Screening data as filed in PubChem.
Rpn11 block = Rpn11 (human) deubiquitinase inhibition; O00487; human 26S proteasome, Ub4-pepOG fluorescence polarization; 20S core pre-blocked with epoxomicin; calls only at 20 µM; hit rate 0.59% among 360,000; AID 588493;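 active = inhibition at 20 µM, scaled to each plate's controls, above about 33%, limit read from the data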
SUMO1-SIM PPI = SUMO1-SIM interaction modulation | SUMO1 binding to a labelled peptide, TR-FRET, 1 h | inhibition, % at 20 µM | hit rate 0.33% among 360,000 | AID 602429; in the data active = inhibition above about 37%
NadD block = blocks S. aureus nicotinate mononucleotide adenylyltransferase; inhibition, % at 20 µM; AID 602399; purified NadD enzyme, colorimetric absorbance read-out; hit rate 0.78% among 360,000; in the data active = inhibition above about 26%; note: some compounds past the cut are filed as inactive
DNMT1 inh = inhibitors of human DNMT1. DNMT1 molecular beacon, Hinp1I cleavage, fluorescence. inhibition (reported as % activation of signal), % at 10 µM. hit rate 0.83% among 360,000. AID 588458; in the data active = inhibition above about 50%
STEP block = inhibitors of human striatal-enriched phosphatase STEP | AID 588621 | inhibition, % at 20 µM | recombinant STEP, OMFP fluorogenic substrate, fluorescence | P54829 | hit rate 0.25% among 360,000;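 active = inhibition at 20 µM, scaled per plate between control wells, above about 37%, limit read from the data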;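 note: 0% = DMSO with enzyme and substrate and 100% = substrate only without enzyme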
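Assay system: isolated STEP enzyme. Buffer or medium: pH 6.0 Bis-Tris with DTT and Tween 20. Also added: fluorogenic phosphatase substrate OMFP at 25 µM final. Dosing: 20 µM, 1% DMSO. Timing: 20 min reaction, room temperature, in the dark. Measured by: fluorescence intensity, excitation 480 nm, emission 540 nm. Evaluation: normalized % inhibition.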
Rin1-Abl PPI inh = human Rin1-Abl interaction inhibition; P00519+Q13671; TR-FRET Rin1/Abl binding, biochemical; inhibition, % at 7.35 µM; hit rate 0.4% among 360,000; in the data active = inhibition above about 5%, passing the limit was not always enough
Neddyl block = cullin neddylation inhibition; AID 651699; hit rate 0.58% among 360,000; TR-FRET cullin neddylation, biochemical; calls only at 25 µM; in the data active = inhibition above about 36%
Target sequence (P61081 whole entry, looked up): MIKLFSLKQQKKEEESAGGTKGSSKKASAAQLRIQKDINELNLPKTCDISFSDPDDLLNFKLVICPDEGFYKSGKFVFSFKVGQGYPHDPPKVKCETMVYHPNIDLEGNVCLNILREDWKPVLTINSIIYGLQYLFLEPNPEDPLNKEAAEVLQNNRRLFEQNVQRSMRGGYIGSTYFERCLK
Target sequence (Q13564 whole entry, looked up): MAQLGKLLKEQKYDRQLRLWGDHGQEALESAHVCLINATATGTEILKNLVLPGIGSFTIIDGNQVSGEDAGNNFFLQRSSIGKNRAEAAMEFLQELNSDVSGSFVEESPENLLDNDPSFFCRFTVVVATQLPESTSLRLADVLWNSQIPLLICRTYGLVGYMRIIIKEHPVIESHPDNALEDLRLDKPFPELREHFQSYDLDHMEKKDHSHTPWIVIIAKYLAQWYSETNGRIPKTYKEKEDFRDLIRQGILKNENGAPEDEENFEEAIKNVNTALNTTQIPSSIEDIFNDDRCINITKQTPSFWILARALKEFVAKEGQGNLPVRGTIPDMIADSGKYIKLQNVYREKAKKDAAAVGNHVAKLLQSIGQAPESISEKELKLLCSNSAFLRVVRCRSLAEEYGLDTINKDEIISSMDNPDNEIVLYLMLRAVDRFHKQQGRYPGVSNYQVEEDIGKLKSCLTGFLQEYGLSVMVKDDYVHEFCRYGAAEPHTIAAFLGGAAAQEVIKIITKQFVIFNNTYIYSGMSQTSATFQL
LMPTP inh = blocks human LMPTP phosphatase. P24666. recombinant LMPTP-A, OMFP fluorogenic substrate, fluorescence intensity. inhibition, % at 20 µM. hit rate 0.22% among 360,000;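 active = compounds that cut the enzyme signal by at least half of the control window in the single-dose screen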;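 note: plate controls were DMSO wells with enzyme plus substrate for no effect and substrate without enzyme for full effect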
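Assay system: LMPTP-A enzyme. Input: 0.625 nM LMPTP-A final. Probe or stimulus: 400 µM OMFP. Compound dosing: single 20 µM dose. Schedule: 50 min dark incubation at room temperature. Detection: fluorescence intensity of OMFP turnover product. Read-out: percent inhibition versus substrate-only and uninhibited controls. Benchmarks: no-enzyme low control, uninhibited high control.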
CSN deneddyl inh = CSN deneddylation inhibition. Q92905. Purified CSN, SCF-Nedd8-OG deneddylation, fluorescence polarization. inhibition, % at 12.5 µM. hit rate 0.38% among 360,000. AID 651999;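 active = pattern-corrected inhibition above about 35%, with an unprinted fluorescence ratio check between 0.5 and 1.5, limit read from the data, passing the limit was not always enough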;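 note: 0% = enzyme with substrate and 100% = substrate without enzyme; some results filed as inactive read as strong as hits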
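assay system = purified human Csn5 enzyme expressed in HEK293T cells | amount = 0.24 nM enzyme | buffer or medium = Tris/NaCl/DTT buffer, pH 7.5 | reagent = 10 nM SCFSkp2-Nedd8OG | compound = one concentration, 12.5 µM, 0.25% DMSO | times = 90 min reaction at room temperature | signal = FP | read-out basis = % inhibition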
Scp1 inh = inhibitors of human Scp-1 phosphatase | Q9GZU7 | Recombinant Scp1, phosphopeptide, malachite green phosphate absorbance | inhibition, % at 20 µM | hit rate 0.88% among 340,000 | AID 493091;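 active = inhibition above about 50% at 20 µM, limit read from the data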;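 note: plate controls were DMSO wells with enzyme for no effect and wells lacking enzyme for full effect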
Target sequence (Q9GZU7 76-261 limits assumed): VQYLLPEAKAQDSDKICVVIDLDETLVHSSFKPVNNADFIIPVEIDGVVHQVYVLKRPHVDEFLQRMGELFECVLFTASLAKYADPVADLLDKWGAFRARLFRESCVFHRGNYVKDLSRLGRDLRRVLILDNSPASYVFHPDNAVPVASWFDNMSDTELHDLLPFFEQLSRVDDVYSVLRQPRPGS
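Times: enzyme reaction 45 min at room temperature, colour 5 min, stabilisation 30 min. Material: SCP-1 catalytic fragment, aa 76-261. Medium: Acidic Tris acetate buffer with magnesium and detergent. Signal: colorimetric free-phosphate detection, absorbance 630 nm. Read-out basis: % inhibition of SCP-1 phosphate liberation. Reagent: Phosphorylated 17-residue peptide substrate.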
* marks the source's active call; other numbers are inactive results; i = inactive; . = no result given.

Order of results: Rpn11 block | SUMO1-SIM PPI | NadD block | DNMT1 inh | STEP block | Rin1-Abl PPI inh | Neddyl block | LMPTP inh | CSN deneddyl inh | Scp1 inh
CC(=NO)c1ccc2c(c1)C(=NO)c1ccccc1-2
 : i | -28 | -2 | -1 | 1 | 4 | i | -0.5 | 0 | -13
O=c1cc(-c2ccccc2)nc(SCCOc2ccccc2Cl)[nH]1
 : i | 2 | 0 | 2 | 3 | 1 | i | -0.5 | -1 | -9
O=C1CSC(=Nc2ccccc2[N+](=O)[O-])N1
 : i | -9 | -2 | -1 | 2 | 0 | i | -0.7 | 1 | -8
CC(=O)c1nn(-c2ccc(Cl)cc2)c(=O)[nH]c1=O
 : i | -7 | -7 | 3 | -3 | -1 | i | -2.5 | 4 | -4
CC1(C)NC(=O)N(CCCOc2ccc(Br)cc2Cl)C1=O
 : i | 0 | -11 | -7 | 0 | 1 | i | 0.3 | -4 | -3
CCc1ccc(CNC(=O)CCCn2nc(C)n3ccnc3c2=O)cc1
 : i | 1 | 2 | 1 | 3 | 1 | i | -0.7 | -2 | -9
S=C(NCc1ccccc1)Nc1nccs1
 : i | 2 | 1 | -2 | -2 | -2 | i | -0.6 | 2 | -5
Cc1c(Br)c([N+](=O)[O-])nn1CCCC(=O)Nc1c(C)n(C)n(-c2ccccc2)c1=O
 : i | -15 | -4 | 15 | -2 | -2 | i | -1.6 | 0 | -3
O=S(=O)(/N=C(/Nc1ccc(Cl)cc1Cl)c1ccccc1)c1cccs1
 : i | 3 | -5 | 3 | -2 | 5 | i | 0.4 | 8 | -4
Cc1occc1-c1nnc(SCC(=O)NC2CCCC2)n1C
 : i | 0 | -5 | 0 | -1 | 0 | i | -1.5 | -1 | 4

The final three records of the section above open the next one.
Order of results: Rpn11 block | SUMO1-SIM PPI | NadD block | DNMT1 inh | STEP block | Rin1-Abl PPI inh | Neddyl block | LMPTP inh | CSN deneddyl inh | Scp1 inh
Cc1c(Br)c([N+](=O)[O-])nn1CCCC(=O)Nc1c(C)n(C)n(-c2ccccc2)c1=O
 : i | -15 | -4 | 15 | -2 | -2 | i | -1.6 | 0 | -3
O=S(=O)(/N=C(/Nc1ccc(Cl)cc1Cl)c1ccccc1)c1cccs1
 : i | 3 | -5 | 3 | -2 | 5 | i | 0.4 | 8 | -4
Cc1occc1-c1nnc(SCC(=O)NC2CCCC2)n1C
 : i | 0 | -5 | 0 | -1 | 0 | i | -1.5 | -1 | 4
Cc1ccc(N=C/C(C(=O)C(F)(F)F)=C(\O)c2ccco2)cc1Cl
 : i | -16 | -4 | -2 | 4 | -2 | i | 1.1 | 2 | -5
CCCCC(=O)Nc1nc2ccc3nc(C)sc3c2s1
 : i | 0 | -9 | -5 | 0 | 0 | i | 1.9 | -3 | -7
COc1ccc(N2CC(NC(=O)NCC(C)C)CC2=O)cc1 (stereo not drawn)
 : i | 1 | -1 | -2 | -3 | -1 | i | -1.3 | 0 | -7
COc1ccc(CNC(=O)COC(=O)C2CC3C=CC2C3)cc1 (stereo not drawn)
 : i | 4 | -1 | -1 | -5 | 1 | i | -0.5 | -1 | -3
Cc1ccc(NC(=O)C2CCN(c3cnccn3)CC2)cc1C
 : i | 1 | 1 | 0 | 0 | -1 | i | 1.0 | 6 | -5
CC(=O)CCc1ccc(OCC(O)CNC2CCCc3ccccc32)cc1 (stereo not drawn)
 : i | 4 | 3 | -12 | 2 | -1 | i | -1.1 | 9 | -4
Cc1ccc(OCc2nc(-c3cccnc3)no2)cc1C
 : i | 2 | -3 | -3 | 5 | -1 | i | 0.8 | -5 | 1
Cc1onc(-c2ccccc2Cl)c1C(=O)N1CCCCC1C (stereo not drawn)
 : i | -3 | 4 | 0 | 1 | 4 | i | -0.9 | 0 | 4
O=C(NCc1ccccn1)c1ccc(Cl)c(S(=O)(=O)Nc2ccccc2C(=O)NCc2ccccn2)c1
 : i | 10 | 8 | 7 | 2 | -2 | i | -1.9 | 2 | -8
Cc1cc(C)n2nc(C(=O)OCC(=O)N3CC(C)CC(C)C3)nc2n1 (stereo not drawn)
 : i | 3 | 4 | 1 | 1 | -1 | i | -0.2 | -2 | -1

Random excerpt: 3 entries already listed
Order of results: Rpn11 block | SUMO1-SIM PPI | NadD block | DNMT1 inh | STEP block | Rin1-Abl PPI inh | Neddyl block | LMPTP inh | CSN deneddyl inh | Scp1 inh
COc1ccc(N2CC(NC(=O)NCC(C)C)CC2=O)cc1 (stereo not drawn)
 : i | 1 | -1 | -2 | -3 | -1 | i | -1.3 | 0 | -7
CC(=O)CCc1ccc(OCC(O)CNC2CCCc3ccccc32)cc1 (stereo not drawn)
 : i | 4 | 3 | -12 | 2 | -1 | i | -1.1 | 9 | -4
O=C(NCc1ccccn1)c1ccc(Cl)c(S(=O)(=O)Nc2ccccc2C(=O)NCc2ccccn2)c1
 : i | 10 | 8 | 7 | 2 | -2 | i | -1.9 | 2 | -8

(continued)
Order of results: Rpn11 block | SUMO1-SIM PPI | NadD block | DNMT1 inh | STEP block | Rin1-Abl PPI inh | Neddyl block | LMPTP inh | CSN deneddyl inh | Scp1 inh
COc1ccc(OC)c(/C=N/NC(=O)c2cccc3ccccc23)c1
 : i | 15 | 2 | 1 | 0 | 6.9* | i | -0.6 | 6 | -4
O=C(COc1ccccc1)N/N=C/c1ccc([N+](=O)[O-])o1
 : i | -1 | 11 | -1 | 0 | -6 | i | 0.3 | 4 | 9
COc1ccc(Cl)cc1NC(=O)C12CCC(C)(C(=O)O1)C2(C)C (stereo not drawn)
 : i | 3 | -9 | -3 | 2 | -1 | i | 0.1 | -11 | -4
O=C(O)c1cccc(C(=O)O)c1
 : i | 3 | 1 | 6 | 0 | 0 | i | -0.4 | 5 | 1
O=C(NCc1ccc(N2CCCC2=O)cc1)Nc1cccc(Cl)c1
 : i | -1 | -3 | 14 | 1 | -2 | i | 0.3 | 1 | 0
Cc1onc(-c2ccccc2Cl)c1C(=O)NCc1ccccc1F
 : i | 4 | -7 | 2 | 0 | 3 | i | -0.8 | 2 | -5
Cc1nc2sc(C(c3cccc(F)c3)N3CCCCC3)c(O)n2n1 (stereo not drawn)
 : i | -4 | 6 | 1 | -1 | -1 | i | 0.1 | 1 | -2
C=C[C@@H]1c2cccc(C)c2N(S(=O)(=O)c2ccc(C)cc2)[C@H](c2ccc(OC(C)=O)cc2)C1(C#N)C#N
 : i | -3 | 12 | 1 | 0 | 1 | i | 2.3 | 2 | -5
O=C(C[C@H]1C/C=C\C[C@@H](NC(=O)OCC2c3ccccc3-c3ccccc32)C(=O)O[C@@H](c2ccccc2)CNC1=O)N[C@H](CO)Cc1ccccc1
 : i | 1 | 10 | 36 | -3 | 4 | i | 0.5 | -2 | -8
O=C(O)c1ccccc1-n1cnnn1
 : i | -2 | -2 | 3 | -6 | 1 | i | -1.2 | -5 | 2
Cc1ccc(S(=O)(=O)NC(=O)Nc2cccc(S(=O)(=O)N(C)C)c2)cc1
 : i | -1 | -1 | 0 | 3 | 0 | i | -1.1 | -6 | 0
CCCCCCCNC(=O)C1(CC2CC(c3ccc(Cl)cc3)=NO2)CCN(C(=O)CCCCCBr)CC1 (stereo not drawn)
 : i | -7 | -12 | 0 | -1 | 0 | i | -0.5 | -1 | 4
Cc1[nH]c2ccccc2c1C(=O)C(=O)NCc1nnnn1-c1ccc(F)cc1
 : i | 1 | -3 | 4 | -3 | -1 | i | -1.0 | 0 | .
N#CCCN1CCN(C(=O)c2c(N)no[n+]2[O-])CC1
 : i | -1 | -2 | 1 | -1 | -5 | i | -1.5 | -8 | -5
CCOC(=O)Nc1sc2c(c1C(N)=O)CCC(C)C2 (stereo not drawn)
 : i | 1 | 7 | 0 | 0 | -3 | i | -1.0 | 1 | -4
CS(=O)(=O)N(CCc1ccccc1)CC(=O)N1CCCCC1
 : i | 0 | -1 | 3 | -1 | 0 | i | -1.6 | 0 | -12
O=C(O)c1ccc(/C=N/N2CCN(Cc3ccccc3)CC2)cc1
 : i | -6 | 1 | 4 | -2 | -2 | i | -2.1 | 5 | -14
O=C(Nc1cc2c(cc1Cl)OCCCO2)c1ccco1
 : i | -2 | 0 | 11 | 1 | -2 | i | -0.4 | -1 | 50
Cc1cc(C)c(S(=O)(=O)Nc2ccccc2-c2ccccc2)c(C)c1
 : i | 1 | -2 | -1 | 1 | -1 | i | 4.2 | -12 | -7
Fc1ccc(C2=Nn3c(nnc3-c3ccco3)SC2)cc1
 : i | 3 | 0 | 1 | 2 | -2 | i | -0.6 | -1 | -3
COc1ccc(-n2c(CNc3ccc(C)cc3)nnc2SCC(=O)Nc2nc(-c3ccccc3)cs2)cc1
 : i | 3 | 27 | 39 | 3 | 6 | i | -2.5 | 0 | 3
Cc1ccccc1S(=O)(=O)Cc1ccc(C(=O)NCCCN2CCCC2)o1
 : i | -11 | -4 | -3 | 1 | -1 | i | 0.9 | 2 | -7
O=C(O)CCCC(=O)N1CC(=O)Nc2ccccc21
 : i | 1 | 6 | -1 | 1 | 1 | i | -0.4 | -5 | -4
